Compound activity deposited in PubChem BioAssay by The Scripps Research Institute Molecular Screening Center.
M1 PAM parental = nonselective activator or artifact in parental CHO-K1 calcium assay. ATP EC20, Fluo-8 calcium fluorescence; 0% at ATP EC20, 100% at ATP max. activation, % at 3 µM. 360,000 tested, 0.02% active. AID 602247;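 active = activation above the run cutoff, the mean activation of all test compounds plus 3 SD, cut at about 40% in these data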;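 also: peak over basal fluorescence ratio in a 140 s read after ATP addition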
CHO parental Ca = signal in parental CHO cells, OX1R antagonist counter-screen; inhibition, % at 5.6 µM; parental CHO-K1, ATP-induced calcium, Fluo-8 fluorescence; AID 463079; 330,000 tested, 0.63% active;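 active = inhibition above that plate's mean sample inhibition plus 3 SD, cut at about 26% in these data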;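 also: 0% = ATP-challenged DMSO wells and 100% = DMSO wells without ATP; some compounds past the cut are filed as inactive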
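test system = CHO parental line | reagent = ATP stimulus | measured by = intracellular calcium via Fluo-8 no-wash fluorescent dye | control set = ATP and no-ATP DMSO wells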
CHO-K1 Ca antag = M1 antagonist counterscreen hit in parental CHO-K1 cells; ATP-induced calcium, Fluo-8 fluorescence; inhibition, % at 3 µM; 360,000 tested, 0.6% active;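 active = inhibition above a per-plate cutoff, the plate's mean sample inhibition plus 3 SD, cut at about 24% in these data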;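 also: 0% = DMSO plus EC80 ATP and 100% = DMSO alone without ATP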
V1R ag counter = activates human V1a receptor in oxytocin agonist counter-screen; P37288; CHO-V1R cells, Fluo-8 calcium fluorescence, agonist mode; 0% DMSO, 100% 3 nM vasopressin; activation, % at 3 µM; 320,000 tested, 0.25% active; AID 2797;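 active = activation above the mean activation of all tested compounds plus 3 SD, per screening run, cut at about 20% in these data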;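 also: signal is peak over basal fluorescence ratio across a 100 second FLIPR read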
TAAR1 antagonist = human TAAR1 antagonism. Q96RJ0. CHO RD-HGA16 TAAR1, Fluo-8 calcium fluorescence, antagonist. inhibition, % at 3 µM. 360,000 tested, 1.5% active. AID 624466;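 active = inhibition above a per-plate cutoff, the mean inhibition of test compounds on that plate plus 3 SD, cut at about 49% in these data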;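 also: 0% = DMSO plus EC80 beta-PEA response and 100% = DMSO alone without agonist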
Target sequence (Q96RJ0 whole entry, looked up): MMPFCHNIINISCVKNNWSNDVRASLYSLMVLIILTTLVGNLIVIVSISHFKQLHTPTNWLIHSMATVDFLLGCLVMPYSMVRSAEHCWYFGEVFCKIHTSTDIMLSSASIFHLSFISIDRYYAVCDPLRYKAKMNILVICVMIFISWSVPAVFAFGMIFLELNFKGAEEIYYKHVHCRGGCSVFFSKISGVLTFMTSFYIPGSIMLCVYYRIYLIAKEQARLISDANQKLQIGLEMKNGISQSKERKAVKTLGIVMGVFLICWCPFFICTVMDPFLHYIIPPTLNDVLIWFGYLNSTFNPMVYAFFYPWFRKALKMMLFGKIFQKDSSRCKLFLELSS
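Assay system: RD-HGA16 CHO cells with stable hTAAR1 and Gα16 / Reagent: EC80 β-phenethylamine stimulus / Doses: 3 µM, single point / Timing: dye loading 75 min at 37 °C, then 30 min room temperature / Measured by: Fluo-8 intracellular calcium dye fluorescence, real-time kinetic reads / Controls: vehicle wells and EC80 agonist wells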
OXTR potentiator = human OXTR potentiation; P30559; CHO-OTR cells, Fluo-8 calcium fluorescence, potentiator mode; 0% = oxytocin EC15, 100% = EC100; activation, % at 3 µM; 320,000 tested, 0.061% active;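 active = activation above that plate's cutoff, the mean activation of tested compounds plus 3 SD, cut at about 6.6% in these data, passing the limit was not always enough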;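 also: 100% uses oxytocin at 75 nM as the full agonist control; some results filed as inactive read as strong as hits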
Target sequence (P30559 whole entry, looked up): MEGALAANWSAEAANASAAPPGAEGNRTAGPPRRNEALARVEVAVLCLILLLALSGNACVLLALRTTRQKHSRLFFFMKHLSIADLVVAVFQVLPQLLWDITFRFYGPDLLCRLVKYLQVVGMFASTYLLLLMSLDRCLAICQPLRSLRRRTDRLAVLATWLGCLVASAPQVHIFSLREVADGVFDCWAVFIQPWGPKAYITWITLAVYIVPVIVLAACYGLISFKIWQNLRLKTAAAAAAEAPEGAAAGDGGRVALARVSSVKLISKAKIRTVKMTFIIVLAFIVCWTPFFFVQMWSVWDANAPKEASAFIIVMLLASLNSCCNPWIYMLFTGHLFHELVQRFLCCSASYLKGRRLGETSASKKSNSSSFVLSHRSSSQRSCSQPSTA
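Measured by – Fluo-8 calcium dye fluorescence · Test system – human OTR in CHO cells · Dosing – one concentration, 3.0 µM compound · Controls – EC15 oxytocin alone as 0%, 75 nM oxytocin as 100% · Evaluation – normalized max/min fluorescence ratio, % activation · Timing – 6 min pre-incubation, 100 s read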
M1 ag = activates human CHRM1 receptor. activation, % at 3 µM. 360,000 tested, 0.33% active. AID 588814. CHO-K1 hM1, Fluo-8 calcium fluorescence, agonist mode; 0% DMSO, 100% acetylcholine EC100. P11229;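 active = activation above the run's mean compound activation plus 3 SD, cut at about 16% in these data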;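 also: peak over basal fluorescence ratio within a 140 s kinetic read after compound addition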
M1 ag parental = M1 agonist counterscreen hit in parental CHO-K1 cells; Fluo-8 calcium fluorescence; scaled to maximal ATP response, vehicle zero; activation, % at 3 µM; 360,000 tested, 0.48% active; AID 602248; in the data active = activation above about 15%;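 also: untransfected CHO-K1 host cells lacking M1 receptor as counterscreen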
TAAR1 agonist = agonists of human TAAR1. Q96RJ0. CHO RD-HGA16 TAAR1, Fluo-8 calcium fluorescence; vehicle wells 0%, saturating PEA agonist 100%. activation, % at 3 µM. 360,000 tested, 0.99% active. AID 624467;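 active = activation above the mean activation of all test compounds in the run plus 3 SD, cut at about 38% in these data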
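Signal – calcium-sensitive Fluo-8 signal, excitation 470-495, emission 515-575 nm · System – RD-HGA16 (CHO) cells co-expressing Gα16 and hTAAR1 · Incubation – 17-24 h seeding, 75 min 37 °C dye, 30 min RT · Compound dosing – 3 µM single concentration · Repeats – no replicates (n 1)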
Active calls of the source: *; . = no result given.

SMILES | M1 PAM parental | CHO parental Ca | CHO-K1 Ca antag | V1R ag counter | TAAR1 antagonist | OXTR potentiator | M1 ag | M1 ag parental | TAAR1 agonist
CCOC(=O)C1=CN(Cc2ccco2)S(=O)(=O)N(C)C1c1cccc(OC)c1 (centres undefined) | -5 | -13 | 4 | . | -3 | . | -6 | -0.1 | 6
Nc1[nH]ncc1N=Nc1ccc(Cl)cc1 | 21 | -1 | -13 | 0.2 | 9 | -19 | -2 | 0.5 | -1
CCc1cc(C(=O)N2CCCC(CCC(=O)N3CCN(c4ccccn4)CC3)C2)no1 (centres undefined) | 13 | -11 | -1 | 0.6 | -25 | -4 | -14 | 0.9 | 0
Cc1ccccc1C(=O)Nc1ccccc1C(=O)N/N=C\c1ccco1 | 8 | -7 | -2 | -1.5 | 14 | -12 | -4 | 1.7 | 17
CCOC(=O)C1(CCOc2ccccc2)CCN(Cc2cnc(SC)nc2)CC1 | 14 | -21 | -5 | 2.1 | 3 | -16 | -13 | 1.4 | 4
COc1ccc(CCNC(=O)CC2SC(=NCCc3ccccc3)NC2=O)cc1OC (centres undefined) | 1 | -11 | 11 | 0.4 | 15 | -2 | -4 | -0.2 | 3
CCOc1cc(C)nc(N2CCN(C3CCCCC3)CC2)n1 | 0 | -14 | -11 | 0.1 | -3 | -1 | -9 | -0.6 | -1
O=C(COC(=O)/C=C/c1ccc(OC(F)F)cc1)NCCN1C(=O)CSC1=O | 17 | -7 | -13 | 3.5 | -14 | -2 | -3 | 3.7 | 1
COc1ccc(COC(=O)c2ccc(Cl)c(S(=O)(=O)N3CC(C)OC(C)C3)c2)cc1 (centres undefined) | 17 | 16 | -11 | -0.5 | -11 | -6 | -4 | 0.6 | 2
CC(=O)N/C(=C\c1ccccc1)C(=O)OCC(=O)NC(C)C12CC3CC(CC(C3)C1)C2 (centres undefined) | 7 | -4 | 12 | 1.6 | -17 | -7 | -4 | 0.1 | 5
CC(=O)c1ccc(Nc2cc(C)nc3c(C)cccc23)cc1 | 6 | -5 | 6 | -0.4 | 3 | 2 | -12 | 0.3 | 1
CC(C)N(C(=O)CSc1nc2ccccc2c(=O)[nH]1)C(C)C | -3 | -14 | -8 | 0.0 | -17 | 2 | -1 | 2.2 | 4
Clc1ccsc1-c1csc(-c2cccnc2)n1 | -1 | -18 | 8 | -1.1 | 5 | -14 | -3 | -0.6 | 2
O=C(CCn1c(=S)[nH]c2ccccc2c1=O)N1CCOCC1 | 18 | -5 | -3 | 0.6 | -26 | -6 | -1 | 0.1 | 7
COCOCCn1cc(CN2CCS(=O)(=O)N(Cc3ccc(-c4cccc(CO)c4)cc3)C(C)C2=O)nn1 (centres undefined) | -6 | . | -3 | . | -2 | . | -2 | -0.3 | 1
Cc1cc(C(=O)CCC(=O)Nc2ccc(C(N)=O)cc2)c(C)s1 | -4 | . | -1 | . | -13 | . | -2 | 0.8 | 3
O=C(Nc1cccc(-c2nc3cccnc3s2)c1)c1cccnc1Cl | 13 | -17 | -10 | 0.6 | 0 | -3 | 0 | 2.9 | 8
CCn1c(NCc2ccco2)nc2ccccc21 | 11 | -5 | -6 | 5.7 | -23 | -1 | -7 | 1.9 | 2
NNC(=O)c1cccc(Cn2cc(Br)c([N+](=O)[O-])n2)c1 | 10 | -22 | -8 | 0.3 | -10 | -6 | -3 | 2.4 | 1
CCOC(=O)c1c(O)c2ccccc2oc1=O | -7 | 2 | -7 | -0.5 | -10 | 1 | -1 | 0.8 | -1
COc1ccc(-c2ccc(C#N)c(SCC(=O)OCc3ccccc3)n2)cc1OC | 6 | -14 | 3 | 0.0 | 36 | -10 | -2 | 2.1 | 2
CCOC(=O)N1CCN(C(=O)C(=O)c2cn(CC(=O)N3CCCCCC3)c3ccccc23)CC1 | 6 | -21 | -5 | 3.2 | -4 | -3 | -2 | 1.2 | 2
O=C(NCC1CC1(Cl)Cl)Nc1ccc(Cl)c(Cl)c1 (centres undefined) | -9 | 33* | 12 | 6.9 | 26 | -8 | -3 | 9.8 | 2
CC1CC(=O)Nc2ccccc2S1(=O)=O (centres undefined) | 14 | 2 | -10 | 0.6 | -2 | -3 | -1 | -0.3 | -2
CCOC(=O)Cn1cc(/C=N/NC(=O)c2cc3ccccc3o2)c2ccccc21 | 0 | -5 | -11 | -0.4 | 1 | -7 | -2 | 1.0 | 3

The last 2 entries of the section before are carried over, then new ones follow:
SMILES | M1 PAM parental | CHO parental Ca | CHO-K1 Ca antag | V1R ag counter | TAAR1 antagonist | OXTR potentiator | M1 ag | M1 ag parental | TAAR1 agonist
CC1CC(=O)Nc2ccccc2S1(=O)=O (centres undefined) | 14 | 2 | -10 | 0.6 | -2 | -3 | -1 | -0.3 | -2
CCOC(=O)Cn1cc(/C=N/NC(=O)c2cc3ccccc3o2)c2ccccc21 | 0 | -5 | -11 | -0.4 | 1 | -7 | -2 | 1.0 | 3
Cc1ccc(CCC2C3=C(CCCC3=O)OC3=C2C(=O)CCC3)cc1 | 15 | -25 | -20 | -0.3 | 2 | -4 | -7 | -0.1 | 7
CC1CCCCC1NC(=O)CCCc1nc2ccccc2c(=O)[nH]1 (centres undefined) | 12 | . | -8 | . | 11 | . | -4 | 0.7 | 5
Cc1cc(Br)cn2c(Cc3ccccc3)c(C3CCCCC3)nc12 | 12 | . | -10 | . | -15 | . | . | 0.2 | -1
Cc1noc(C)c1CSc1nc2ccccc2[nH]1 | -2 | -9 | 9 | -0.2 | -17 | -16 | -8 | 0.2 | 2
O=C(COC(=O)CN1C(=O)c2cccc([N+](=O)[O-])c2C1=O)NC1CCS(=O)(=O)C1 (centres undefined) | 17 | -11 | -11 | 0.0 | -10 | 2 | -2 | 1.2 | 0
Cc1ccc(-c2[nH]c(-c3ccc(Cl)cc3)nc2SCC(=O)NCC2CCCO2)cc1 (centres undefined) | -6 | -19 | 4 | 0.9 | -6 | 1 | -4 | -0.1 | -1
C[C@@H](c1ccccc1)N1C[C@H](COCc2ccccc2)Oc2cc(N3CC[C@H](N(C)C)C3)ccc2S1(=O)=O | 1 | . | -2 | . | -15 | . | . | 0.7 | 15
CC1(C)C(O)=C(c2nc3ccccc3[nH]2)C(=N)N1c1ccccc1 | 6 | -2 | 12 | -0.6 | 25 | -3 | -1 | 1.9 | 8
COc1ccc(S(=O)(=O)N(C)CC(=O)NCc2cccnc2)cc1 | 11 | -9 | -5 | 0.1 | -19 | -2 | -1 | 0.3 | 0
CC1CCN(C2CCN(S(=O)(=O)c3ccc(F)cc3)CC2)CC1 | 18 | -10 | -7 | 0.8 | -9 | -2 | -5 | 0.2 | 5
O=C(CSc1nnc(Cc2ccccc2)o1)Nc1ccc(Br)cn1 | 14 | -3 | 1 | 0.1 | -2 | -4 | -2 | 1.1 | 8
Cc1nn2cc(-c3cccc(Cl)c3)cnc2c1Cl | 4 | -14 | -10 | -0.8 | -23 | 4 | -3 | 0.1 | 2
O=C(C1CCC1)N1CCN(c2cccc(C(F)(F)F)c2)CC1 | 8 | -10 | -9 | 0.5 | -3 | -16 | -3 | 1.6 | -1
CC(=O)c1ccc(N2CCN(C(=O)c3ccc4ccccc4n3)CC2)cc1 | 9 | 0 | -15 | 0.1 | -18 | -8 | -2 | 0.1 | 1
CCN(C(=O)c1cccc(NC(=O)c2ccccc2)c1)C1CCCCC1 | 17 | -24 | -9 | 1.8 | -21 | -3 | -4 | 1.2 | 0
CC(=O)c1cccc(CN2CCc3ccc(NC(=O)C4CCCO4)cc3C2)c1 (centres undefined) | -11 | -8 | -7 | 0.9 | -8 | -8 | -5 | -0.1 | -1
COc1ccc(-n2nc(C(=O)NCC(=O)N3CC(C)CC(C)C3)c3ccccc3c2=O)cc1 (centres undefined) | 3 | -31 | -8 | -1.0 | 30 | -3 | -7 | 5.2 | 9
Cc1cc(C(=O)NC2CC2)c2ccccc2n1 | -4 | 1 | -11 | 0.4 | -2 | -1 | -4 | 0.4 | 1
COc1ccc(NC(=O)Cn2cccc2)c(OC)c1 | -5 | -10 | 14 | 0.1 | 4 | -6 | -6 | -0.1 | 4
O=S(=O)(c1ccc2ccccc2c1)N1CCN(C2CCN(Cc3ccccc3)CC2)CC1 | 17 | -15 | -16 | 0.7 | -12 | -3 | -5 | -0.1 | 16
COc1ccc(-c2noc(COc3ccc4ccccc4c3Br)n2)cc1OC | 13 | -3 | -8 | -0.1 | -1 | -3 | -1 | 0.6 | 1
CC(=O)c1c(O)c2ccccc2n(Cc2ccccc2)c1=O | -4 | -20 | -5 | -0.7 | -12 | -10 | -8 | -1.2 | 2
O=C(CCNC(=O)c1ccc(Br)cc1)Nc1nccs1 | -11 | -10 | -9 | -1.1 | -19 | -12 | -1 | 0.3 | 5
COc1ccc(Cl)c(CNC[C@H]2O[C@@H](n3cnc(C(N)=O)n3)[C@H](O)[C@@H]2O)c1 | 4 | . | -4 | . | -4 | . | 1 | 0.1 | 1
C=CCC(c1ccccc1F)N(CCN1CCOCC1)C(=O)Nc1cccc(Cl)c1 (centres undefined) | 10 | -19 | 15 | -0.7 | -4 | 6 | -5 | 0.6 | 4

Whole records as entered above. Order of screens: M1 PAM parental, CHO parental Ca, CHO-K1 Ca antag, V1R ag counter, TAAR1 antagonist, OXTR potentiator, M1 ag, M1 ag parental, TAAR1 agonist
`COc1ccc(NC(=O)Cn2cccc2)c(OC)c1` as listed: -5, -10, 14, 0.1, 4, -6, -6, -0.1, 4
`Cc1cc(C(=O)NC2CC2)c2ccccc2n1` as listed: -4, 1, -11, 0.4, -2, -1, -4, 0.4, 1

(continued)
SMILES | M1 PAM parental | CHO parental Ca | CHO-K1 Ca antag | V1R ag counter | TAAR1 antagonist | OXTR potentiator | M1 ag | M1 ag parental | TAAR1 agonist
NS(=O)(=O)c1cccc(NC(=O)CC23CC4CC(CC(Br)(C4)C2)C3)c1 | -15 | -3 | -25 | -0.7 | -14 | -10 | -6 | 0.6 | 25
O=C(Nc1ccc(C(F)(F)F)cc1)c1ccc2ncsc2c1 | -6 | -11 | 13 | 2.0 | -2 | -19 | 3 | 10 | 5
O=C(NCC(c1ccco1)N1CCCCC1)c1cc2c(s1)CCCC2 (centres undefined) | 9 | -20 | -14 | -0.2 | 8 | 0 | -9 | -0.7 | -1
Cc1nc2ccc(C(=O)NCCCN3CCCC3=O)cn2c1N(C)C(=O)CCc1ccccc1 | 13 | . | -9 | . | -1 | . | -4 | 0.7 | 1
COc1cccc(-c2nc3nc(C)cc(C)n3c2NC2CCCC2)c1 | -7 | . | 11 | . | -4 | . | . | 0.3 | 0
CC(C)(C)NC(=O)/C(=C\c1ccco1)NC(=O)c1cccs1 | 16 | -5 | -11 | -0.5 | -1 | -2 | -2 | 0.5 | 0
O=C(CSc1nc(-c2ccccc2)cs1)N1CCc2ccccc21 | -5 | -10 | -1 | -0.5 | -1 | 3 | -4 | -0.2 | 11
